# HRas wt GTP bind: human HRas wildtype GTP binding, change in either direction. GTP binding activity, % at 10 µM. GST-Ras wt beads, Bodipy-FL-GTP binding, flow cytometry; actives lie on both sides. P01112. actives 0.14% (n = 190,000);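 active = GTP binding activity at least 20% away from the 100% baseline, either lowered as inhibitor or raised as activator; inconclusive = flagged as likely green fluorescent, judged across all proteins in the well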;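 also: 0% = unlabeled GTP competition control and 100% = no-compound control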
# Target sequence (P01112 whole entry, looked up): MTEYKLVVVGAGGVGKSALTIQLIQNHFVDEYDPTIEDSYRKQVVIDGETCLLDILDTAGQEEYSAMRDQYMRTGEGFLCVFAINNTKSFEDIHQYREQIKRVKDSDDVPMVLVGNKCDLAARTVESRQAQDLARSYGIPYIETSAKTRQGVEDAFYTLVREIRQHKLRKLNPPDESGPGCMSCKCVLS
# Bcl-B Bim block: human Bim-Bcl-B interaction inhibition. bead-based flow cytometry, Bim peptide-Bcl-B binding. AID 951. inhibition, % at 10 µM. actives 0.073% (n = 190,000);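 also: 0% = tracer peptide without compound and 100% = reference inhibitor peptide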
# Bim-Bfl-1: human Bim-Bfl-1 interaction inhibition. Q16548. Bead-based flow cytometry, Bim-Bfl-1 binding inhibition. inhibition, % at 10 µM. actives 0.12% (n = 190,000). AID 1008;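 also: 0% = wells without compound plus tracer and 100% = blocker peptide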
# Cdc42 wt: modulators (inhibitors or activators) of GTP binding to human Cdc42 wildtype. P60953. GST-Cdc42 beads, Bodipy-GTP binding, flow cytometry; actives lie on both sides. percent activity (GTP binding), % at 10 µM. actives 0.2% (n = 190,000). AID 761;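 active = percent activity GTP binding at least 20 points away from the 100% baseline, either down as inhibitor or up as activator; inconclusive = compound flagged as likely green fluorescent from well-wide comparison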;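 also: median bead fluorescence of bound Bodipy-FL-GTP at 100 nM; 0% = excess unlabeled GTP control and 100% = no compound control; below 100% means less GTP binding so inhibitor and above means activator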
# Target sequence (P60953 whole entry, looked up): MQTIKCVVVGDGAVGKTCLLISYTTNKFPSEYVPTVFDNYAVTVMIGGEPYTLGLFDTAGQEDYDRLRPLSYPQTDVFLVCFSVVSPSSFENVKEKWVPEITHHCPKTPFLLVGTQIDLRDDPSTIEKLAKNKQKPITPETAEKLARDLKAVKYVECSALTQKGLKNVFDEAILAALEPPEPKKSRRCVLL
# Bcl-2 Bim block: disrupts Bim peptide binding to human Bcl-2. P10415. Bead-based flow cytometry, Bim peptide-Bcl-2 binding. inhibition, % at 10 µM. actives 0.06% (n = 190,000). AID 950; in the data active = inhibition above about 40%; inconclusive = no clear call, values can overlap the other calls;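 also: 0% = no compound wells with probe peptide and 100% = reference peptide inhibitor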
# Target sequence (P10415 whole entry, looked up): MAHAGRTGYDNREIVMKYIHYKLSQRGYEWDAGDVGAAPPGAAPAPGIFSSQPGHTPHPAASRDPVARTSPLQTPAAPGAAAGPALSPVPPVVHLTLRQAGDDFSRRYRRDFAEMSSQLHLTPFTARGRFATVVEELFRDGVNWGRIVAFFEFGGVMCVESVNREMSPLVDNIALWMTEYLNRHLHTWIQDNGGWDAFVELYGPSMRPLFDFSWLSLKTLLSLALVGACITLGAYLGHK
# Rac1 wt GTP bind: human Rac1 wildtype GTP binding, inhibitors and activators; GTP binding activity (% of control), % at 10 µM; actives 0.27% (n = 190,000); AID 757; GST-Rac1 beads, fluorescent GTP binding, flow cytometry; actives lie on both sides; 0 = cold GTP competed, 100 = untreated; P63000;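 active = GTP binding activity at least 20 points away from the 100% control level, either lower or higher; inconclusive = compound flagged as likely green fluorescent, judged across all proteins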
# Rab2A wt mod: changes GTP binding to wildtype dog Rab2A, up or down | GTP binding activity, % at 10 µM | GST-Rab2 wt beads, Bodipy-GTP binding, flow cytometry | AID 760 | actives 0.19% (n = 190,000);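 active = GTP binding activity at least 20 points away from 100%, either lowered or raised; inconclusive = signal likely due to the compound's own green fluorescence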;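 also: 0% = beads with excess unlabeled GTP and 100% = no-compound control corrected for plate trend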
# Bim-Bcl-XL: human Bim-Bcl-XL interaction inhibition; Q07817; Bim peptide-Bcl-XL binding, bead flow cytometry, fluorescence; inhibition, % at 10 µM; actives 0.04% (n = 190,000); AID 1007
# Target sequence (Q07817 whole entry, looked up): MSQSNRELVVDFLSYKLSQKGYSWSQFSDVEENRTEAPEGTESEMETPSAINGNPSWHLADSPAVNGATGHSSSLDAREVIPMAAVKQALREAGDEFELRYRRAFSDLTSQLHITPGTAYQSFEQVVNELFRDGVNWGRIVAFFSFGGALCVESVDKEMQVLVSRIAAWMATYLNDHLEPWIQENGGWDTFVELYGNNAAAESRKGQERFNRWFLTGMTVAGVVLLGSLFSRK
# Bim-Bcl-W: inhibitors of Bim-Bcl-W interaction, human; actives 0.02% (n = 190,000); inhibition, % at 10 µM; Q92843; bead-based flow cytometry, Bim peptide-Bcl-W binding;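 also: 0% = bound tracer without compound and 100% = peptide blocker; higher means less fluorescent Bim peptide bound to Bcl-W beads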
# Rac1 act GTP bind: alters GTP binding to activated mutant human Rac1 | actives 0.11% (n = 190,000) | percent activity (GTP binding), % at 10 µM | P63000 | GST-Rac1 activated beads, fluorescent GTP binding, flow cytometry; actives lie on both sides; 100% means binding = to untreated wells;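 active = GTP binding at least 20 percentage points away from the 100% baseline, in either direction, so actives lie on both sides; inconclusive = Compound likely fluorescent itself, or too few beads counted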
# Rab7 wt modul: modulators of GTP binding to dog Rab7 wildtype GTPase. GST-Rab7 beads, fluorescent GTP binding, flow cytometry; actives lie on both sides; untreated = 100%, excess cold GTP = 0%. GTP binding activity (percent of control), % at 10 µM. actives 0.055% (n = 190,000);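 active = fluorescent GTP binding to Rab7 beads changed by at least 20 points from the 100% baseline, either direction, mostly lower; inconclusive = compound itself probably fluorescent, or too few beads counted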;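 also: median green fluorescence of bound Bodipy-FL-GTP per Rab7 bead population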
# * hit, by the source's call; ? = inconclusive. Rule as the data show it, unless noted: active = inhibition above about 40%.
1: O=C(Cc1ccccc1[N+](=O)[O-])NCc1ccncc1
2: CCC(C)NC(=O)CNC(=S)N(Cc1ccccc1)Cc1cccnc1 (stereo not given)
3: O=C(CSc1nc(-c2ccccc2)c(-c2ccccc2)o1)NC1CCS(=O)(=O)C1 (stereo not given)
4: OCCN(Cc1ccccc1)C(=S)Nc1ccc(Cl)cc1Cl
5: CCCCC(=O)Nc1sc(C(=O)N(CC)CC)c(C)c1C(=O)OC
6: COc1cccc(NC(=O)c2cc(C(=O)Nc3cccc(OC)c3)n(C)n2)c1
entry no.,1,2,3,4,5,6
Cdc42 wt,97,98,91,95,100,103
Bcl-B Bim block,-4,-6,1,-39,-9,-8
HRas wt GTP bind,96,98,96,97,101,99
Bim-Bfl-1,-7,0,0,1,23,-9
Bim-Bcl-W,-1,-3,1,1,9,0
Rab2A wt mod,95,98,93,94,100,96
Rac1 wt GTP bind,100,100,94,101,104,103
Bcl-2 Bim block,-6,1,-1,-2,25,-7
Rab7 wt modul,102,98,101,96,98,98
Rac1 act GTP bind,96,98,91,98,99,98
Bim-Bcl-XL,-3,-7,1,-2,1,-3

7: COCCn1c(SCc2nc3ccccc3c(=O)[nH]2)nc2ccccc2c1=O
8: COc1ccc(-c2csc(-c3ccccc3)n2)c(OC)c1
9: Cc1ccc(S(=O)(=O)Nc2ccc(-c3cn4ccc(C)cc4n3)cc2)cc1
10: O=S(=O)(Cc1ccccc1Cl)N1CCCCC1
11: Cc1ccc(-c2csc(NC(=O)Cn3cnc4c3c(=O)n(C)c(=O)n4C)n2)cc1C
12: COc1ccc(C2CC(=O)C(C=NCCN3CCNCC3)=C(O)C2)cc1OC (stereo not given)
entry no.,7,8,9,10,11,12
Cdc42 wt,100,94,100,100,103,93
Bcl-B Bim block,5,3,11,-8,-6,0
HRas wt GTP bind,99,94,98,99,103,96
Bim-Bfl-1,7,4,5,-18,-8,-5
Bim-Bcl-W,-1,-4,12,-2,2,-6
Rab2A wt mod,96,93,97,100,101,95
Rac1 wt GTP bind,97,95,99,106,109,98
Bcl-2 Bim block,2,0,2,-11,-9,-11
Rab7 wt modul,93,93,98,102,102,99
Rac1 act GTP bind,97,98,99,97,101,97
Bim-Bcl-XL,0,-4,13,-7,-5,-7

13: CCCP(=O)(CC(=O)N(CC)CC)c1ccccc1 (stereo not given)
14: Cc1nnsc1C(=O)N/N=C/c1ccc(OC(F)(F)F)cc1
15: O=C(COC(=O)c1cccs1)Nc1nc(-c2ccccc2)cs1
16: CCN(CC)C(=S)Sc1c(-c2ccccc2)c2cc(Cl)ccc2[nH]c1=O
17: CCN(CC)CC#CC(OC)(c1ccccc1)c1ccccc1
18: Cc1ccsc1C1NC(=O)c2c(sc3c2CCCC3)N1 (stereo not given)
entry no.,13,14,15,16,17,18
Cdc42 wt,109,91,99,96,100,102
Bcl-B Bim block,0,0,-5,-17,-1,-11
HRas wt GTP bind,107,90,98,97,101,101
Bim-Bfl-1,0,0,-8,11,-5,-10
Bim-Bcl-W,0,3,-3,5,0,-1
Rab2A wt mod,103,90,99,96,99,100
Rac1 wt GTP bind,114,95,101,100,100,108
Bcl-2 Bim block,0,3,-8,-2,-1,-4
Rab7 wt modul,101,91,97,97,101,100
Rac1 act GTP bind,105,94,101,95,96,102
Bim-Bcl-XL,-1,-1,-7,4,-2,-3

19: COC(=O)c1c(C)nc2ccccc2c1-c1ccccc1
20: Cc1nn(Cc2ccc([N+](=O)[O-])cc2)c(=O)n1N(C)c1ncc(C(F)(F)F)cc1Cl
21: S=C(Nc1ccccc1)N1CCN(c2ccccn2)CC1
22: COc1cc(OC)cc(C(=O)NNC(=O)c2cc3c(s2)CCCC3)c1
23: Cc1cc2cc(CNC(=O)Nc3ccc(Cl)c(Cl)c3)ccc2n1C
24: COc1ccc(NC(=O)C(=O)NNC(=O)c2cccs2)c(OC)c1
entry no.,19,20,21,22,23,24
Cdc42 wt,99,104,99,98,96,105
Bcl-B Bim block,-1,-8,-12,0,-1,1
HRas wt GTP bind,98,105,98,97,96,106
Bim-Bfl-1,-6,-10,-8,-5,-5,3
Bim-Bcl-W,-1,0,-6,-4,1,0
Rab2A wt mod,94,103,99,102,94,105
Rac1 wt GTP bind,97,109,101,97,97,102
Bcl-2 Bim block,-4,-12,-2,0,0,2
Rab7 wt modul,92,102,105,106,96,104
Rac1 act GTP bind,98,100,96,95,94,99
Bim-Bcl-XL,-2,-4,-6,-7,-5,4

25: Cc1c(N/N=C(\C#N)C(=O)c2ccccc2)c(=O)n(-c2ccccc2)n1C
26: OCc1c(Cl)nc2ccccn12
27: O=C1CC(c2ccc(Cl)cc2)CC(O)=C1C=NCCN1CCNCC1 (stereo not given)
28: CCOC(=O)C(NC(C)=O)C(=O)Nc1ccc(OC)cc1 (stereo not given)
29: COCCN(C(=O)Cc1cccs1)C(C(=O)NC1CCCC1)c1ccc(OC)c(OC)c1 (stereo not given)
30: COc1ccc(OCCNc2cc(N3CCCCC3)ccc2[N+](=O)[O-])cc1
entry no.,25,26,27,28,29,30
Cdc42 wt,98,97,94,93,98,106
Bcl-B Bim block,-5,-4,-4,0,0,-2
HRas wt GTP bind,99,99,94,95,103,106
Bim-Bfl-1,0,-3,-7,7,-1,0
Bim-Bcl-W,-5,1,-6,2,2,-3
Rab2A wt mod,96,99,95,95,101,104
Rac1 wt GTP bind,98,100,93,94,103,102
Bcl-2 Bim block,0,-3,-5,4,2,-2
Rab7 wt modul,99,100,93,104,104,100
Rac1 act GTP bind,99,97,94,92,100,99
Bim-Bcl-XL,-6,0,-5,3,-1,-4

31: Cc1ccsc1/C=N/NC(=O)c1ccc(-n2cccc2)cc1
32: COc1cc(S(=O)(=O)N2CCN(C(=O)c3ccccc3)CC2)c(OC)cc1Br
33: Nc1c(C(=O)NCc2ccco2)c2nc3ccccc3nc2n1CCc1ccc(F)cc1
34: COCC(=O)Nc1nc(-c2ccc([N+](=O)[O-])cc2)cs1
35: CN(C(=O)CSc1nnc(-c2ccncc2)n1Cc1ccccc1)C1CCS(=O)(=O)C1 (stereo not given)
36: COCCCn1cc(C(=O)c2cc(OC)ccc2OCC(=O)Nc2cc(C)on2)cc(C#N)c1=O
entry no.,31,32,33,34,35,36
Cdc42 wt,97,99,?,97,96,98
Bcl-B Bim block,-2,-4,-5,-1,-3,-8
HRas wt GTP bind,100,96,?,96,96,102
Bim-Bfl-1,-2,-7,5,-1,-4,-16
Bim-Bcl-W,0,-2,-1,0,0,-3
Rab2A wt mod,102,96,?,97,98,99
Rac1 wt GTP bind,97,99,?,98,97,106
Bcl-2 Bim block,2,-2,3,3,2,-4
Rab7 wt modul,107,94,?,106,95,104
Rac1 act GTP bind,97,95,?,91,95,97
Bim-Bcl-XL,0,-5,-6,1,0,-7

37: CCOC(=O)C1CCN(c2c([N+](=O)[O-])c(C(Cl)Cl)nn2-c2ccccc2)CC1
38: O=C1CC2(CCCC2)CC(=O)N1CCCCN1CCN(c2ncccn2)CC1
39: Cc1ccc(OC(=O)Cn2c(C(F)(F)F)nc3ccccc32)cc1
40: CCCN(CCC)S(=O)(=O)c1ccc(C(=O)Nc2nnc(-c3cccc(OC)c3)o2)cc1
41: CCOc1ccccc1NC(=S)N1CCC(NC(=O)C(C)(C)C)CC1
42: CCC(CO)n1c(=S)[nH]c2cc(OC)c(OC)cc2c1=O (stereo not given)
entry no.,37,38,39,40,41,42
Cdc42 wt,98,98,96,90,101,96
Bcl-B Bim block,-6,-2,-10,-4,-3,-3
HRas wt GTP bind,95,100,100,93,97,97
Bim-Bfl-1,-7,-1,-16,-8,1,10
Bim-Bcl-W,-6,-2,0,-3,0,5
Rab2A wt mod,96,102,97,92,98,98
Rac1 wt GTP bind,100,103,103,91,102,99
Bcl-2 Bim block,-8,-2,-6,-7,0,1
Rab7 wt modul,94,105,100,91,98,98
Rac1 act GTP bind,95,100,101,93,97,96
Bim-Bcl-XL,-7,-7,-6,-6,1,1

43: O=[N+]([O-])c1cc(/C=N/N2CCN(c3ccccc3)CC2)ccc1Cl
44: Cn1c(Cc2ccc3c(c2)OCO3)nnc1SCC(=O)NC1CCCC1
45: Cc1snc(SCC(=O)N/N=C(\N)COc2cccc(C(F)(F)F)c2)c1C#N
46: Cc1ccc(N2C(=O)SC(N(CC(=O)O)c3ccc(C)cc3)C2=O)cc1 (stereo not given)
47: Cc1ccc(C)c(NC(=O)C2CCCN2S(=O)(=O)c2ccc3c(c2)n(C)c(=O)c(=O)n3C)c1 (stereo not given)
48: Cc1cc(C)nc(NC(=O)C(C)C)n1
entry no.,43,44,45,46,47,48
Cdc42 wt,101,101,101,99,102,105
Bcl-B Bim block,-3,-2,-2,-3,-3,0
HRas wt GTP bind,101,97,105,99,100,105
Bim-Bfl-1,-1,-4,0,-15,0,0
Bim-Bcl-W,-4,-1,-1,-4,-4,1
Rab2A wt mod,99,99,105,98,100,105
Rac1 wt GTP bind,102,100,99,101,110,101
Bcl-2 Bim block,-4,-1,0,-9,-1,0
Rab7 wt modul,93,97,108,105,97,105
Rac1 act GTP bind,102,96,97,95,99,100
Bim-Bcl-XL,-2,-1,-1,-1,-4,0

49: COc1ccc2ccccc2c1/C=N\n1c(C)cc(C)c(C(N)=O)c1=O
50: CCN(CC)S(=O)(=O)N1CCC(C(=O)NCc2ccc(C)cc2)CC1
51: CCN(CC)CCN(C)C(=O)CCc1nnc(-c2ccc(C)s2)o1
52: O=C1CCC(C(=O)NC2(C(=O)NC3CCCCC3)CCCCC2)N1 (stereo not given)
53: O=C(Nc1ccc(N2CCOCC2)nc1)c1cccs1
54: Cc1ccc2[nH]cc(C(=O)NCc3cccs3)c(=O)c2c1
55: Cc1ccc2cc(CCNC(=O)C3CCCC3)c(=O)[nH]c2c1
entry no.,49,50,51,52,53,54,55
Cdc42 wt,97,100,95,98,99,93,103
Bcl-B Bim block,-7,0,-4,-12,-1,-2,-3
HRas wt GTP bind,95,100,95,100,98,97,101
Bim-Bfl-1,-15,0,-2,-5,-3,0,-7
Bim-Bcl-W,0,1,0,0,-4,-2,1
Rab2A wt mod,94,98,95,95,100,95,102
Rac1 wt GTP bind,91,101,100,96,101,99,107
Bcl-2 Bim block,-8,1,-2,-9,-4,1,-3
Rab7 wt modul,92,100,97,97,102,92,104
Rac1 act GTP bind,95,98,99,93,96,95,100
Bim-Bcl-XL,0,0,-3,-8,-1,0,-2
